Screening results from PubChem.
PDI inh: blocks human protein disulfide isomerase activity. actives 0.052% (n = 350,000). inhibition, % at 10 µM. P07237. PDI insulin aggregation turbidity, A650, 90 min;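 active = mean inhibition across replicates of 30% or more, whatever share of single replicates reach that level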;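 also: absorbance from insulin aggregation driven by PDI reduction with DTT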
Target sequence (P07237 whole entry, looked up): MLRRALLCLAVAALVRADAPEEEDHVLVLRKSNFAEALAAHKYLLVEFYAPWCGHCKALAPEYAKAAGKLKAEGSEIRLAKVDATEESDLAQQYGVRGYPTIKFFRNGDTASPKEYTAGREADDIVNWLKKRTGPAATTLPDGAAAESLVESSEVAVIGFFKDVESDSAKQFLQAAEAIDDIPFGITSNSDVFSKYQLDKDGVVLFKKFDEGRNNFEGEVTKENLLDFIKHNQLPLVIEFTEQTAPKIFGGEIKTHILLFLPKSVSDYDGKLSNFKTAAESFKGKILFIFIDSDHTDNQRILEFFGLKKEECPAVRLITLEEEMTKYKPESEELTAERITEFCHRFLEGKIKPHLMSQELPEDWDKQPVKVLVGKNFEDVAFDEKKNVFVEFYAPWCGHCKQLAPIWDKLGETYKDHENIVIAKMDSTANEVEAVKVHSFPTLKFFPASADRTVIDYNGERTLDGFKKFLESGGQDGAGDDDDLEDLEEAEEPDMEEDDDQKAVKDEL
HIF-2a inh: HIF-2a inhibition. 786-0 RCC cells HIF-2a reporter, luciferase luminescence, overnight. inhibition, % at 18.8 µM. actives 0.72% (n = 360,000). AID 624352;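 active = inhibition of the luminescence signal of 40% or more relative to plate controls, in a single-dose primary screen at 18.75 µM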
Peg3 promoter: Peg3 promoter activity inhibition; HeLa PEG-Prom luciferase reporter, luminescence, overnight; inhibition, % at 20 µM; actives 1.7% (n = 360,000); AID 588405;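 active = inhibition of at least 50% at 20 µM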
Granule exo inh: blocks lytic granule exocytosis. TALL-104 LAMP-1 surface exposure, flow cytometry; cells stimulated with thapsigargin and PMA. inhibition, % at 10 µM. actives 0.66% (n = 360,000);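 active = inhibition above about 55%, limit read from the data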
NR2E3 ag-1: human photoreceptor-specific nuclear receptor agonism; CHO-S Gal4-NCOR/VP16-NR2E3 two-hybrid, luciferase; inhibition of corepressor binding, % at 3.98 µM; actives 0.35% (n = 360,000); AID 602229;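 active = inhibition above the mean of all tested compounds plus 3 SD, cut at about 70% in these data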;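 also: 0% = DMSO with NR2E3 transfected cells and 100% = cells lacking NR2E3 construct; higher means lower luciferase signal from less NR2E3 corepressor binding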
Target sequence (Q9Y5X4 whole entry, looked up, the tested form may be a part): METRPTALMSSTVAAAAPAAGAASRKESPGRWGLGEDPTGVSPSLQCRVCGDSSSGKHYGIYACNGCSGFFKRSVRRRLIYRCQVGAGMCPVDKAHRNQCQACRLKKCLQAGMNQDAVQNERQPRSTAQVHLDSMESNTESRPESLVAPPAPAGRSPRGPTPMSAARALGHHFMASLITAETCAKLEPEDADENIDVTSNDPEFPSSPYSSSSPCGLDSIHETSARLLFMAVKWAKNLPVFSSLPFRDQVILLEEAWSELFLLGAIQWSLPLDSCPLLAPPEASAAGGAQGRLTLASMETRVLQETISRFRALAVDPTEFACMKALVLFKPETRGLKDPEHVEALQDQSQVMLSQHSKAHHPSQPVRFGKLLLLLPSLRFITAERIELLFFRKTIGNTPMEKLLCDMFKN
TRPM1 prom inh: reduces MITF-dependent TRPM1 promoter luciferase signal; SK-MEL-5 TRPM1 promoter luciferase, 24 h; inhibition, % at 12.5 µM; actives 0.83% (n = 330,000); AID 488899;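 active = mean inhibition across replicates of 60% or more, whatever share of single replicates reaches that level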; also: values of inactives mirror those of a sister screen read the other way
aDG glyco up: alpha-DG glycosylation activation; activation, % at 10 µM; Pro5-aDG cells, alpha-DG glycosylation AlphaScreen (IIH6); 0% Pro5, 100% B10-LARGE cell signal; actives 0.22% (n = 360,000); AID 624168;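 active = activation of at least 8% versus controls, or a plate z-score of at least 8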;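 also: Pro5 are CHO cells carrying HIG-tagged alpha-DG that lacks glycosylation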
CaV13 FRET inh: Disruptors of the CACNA1D IQ motif to Ca2+-dependent inactivation inhibitor domain association, primary screening, Förster resonance energy transfer in intact living …; inhibition, % at 12.3 µM; actives 0.098% (n = 340,000); HEK cells, CFP/YFP FRET ICDI-IQ, plate reader, 10 min; percent FRET-ratio fall versus neutral wells;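 active = mean replicate inhibition of at least 30% and at least 1% of replicates passing that level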;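 also: 0% = median of the neutral control wells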
Vif inh: inhibitors of HIV Vif | actives 0.35% (n = 340,000) | AID 602346 | inhibition, % at 7.49 µM | HEK293T cells, Vif self-association by quenched fluorescence, imaging, 24 h; in the data active = inhibition above about 50%, passing the limit was not always enough; also: some results filed as inactive read as strong as hits
NR2E3 ag-2: activates human photoreceptor nuclear receptor NR2E3 | Q9Y5X4 | GST-NR2E3/biotin-RetCOR TR-FRET, 1536-well | inhibition of corepressor binding, % at 4.78 µM | actives 0.12% (n = 320,000) | AID 2300;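 active = percent inhibition above the cutoff of mean plus 3 SD of all tested compounds, set per screening campaign, cut at about 20% in these data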;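 also: 0% = DMSO wells and 100% = biotin wells as full block of FRET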
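System: GST-tagged NR2E3 plus biotinylated RetCOR corepressor; Amount: 1.35 nM GST-tagged NR2E3 final; Dosing: single nominal compound dose of 4.8 µM; Schedule: 5 h incubation at 4 °C; Technique: TR-FRET with europium anti-GST and streptavidin-D2, 340 nm excitation; Controls: biotin wells as high control, 0.6% DMSO wells as low control.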
hiPSC survival: hiPSC single-cell survival enhancement. ATPlite luminescence; 100% = ROCK inhibitor wells, 0% = DMSO. survival enhancement, % at 20 µM. actives 0.044% (n = 360,000). AID 602274; in the data active = survival enhancement above about 18%;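 also: cells exposed to compounds for 16 hours before the ATP read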
The depositor's hits bear a star; . = not tested or not shown.

SMILES	PDI inh	HIF-2a inh	Peg3 promoter	Granule exo inh	NR2E3 ag-1	TRPM1 prom inh	aDG glyco up	CaV13 FRET inh	Vif inh	NR2E3 ag-2	hiPSC survival
O=C(NNC(=O)c1ccc(F)c(S(=O)(=O)N2CCOCC2)c1)c1ccc([N+](=O)[O-])cc1	-2	-16	-7	1	26	1	0.3	-6	-4	2	-0.7
NS(=O)(=O)c1ccc(CCNC(=O)c2ccc(Cn3c(=O)[nH]c4ccccc4c3=O)cc2)cc1	5	17	2	-3	-15	7	-0.2	-10	23	-3	3.4
CCN(CC)S(=O)(=O)c1cc(NC(=O)C2CSC3(C)CCC(=O)N23)ccc1C (stereo unspecified)	1	7	2	-8	-15	9	0.4	-4	3	0	-0.3
O=C(NCCN1CCN(C(=O)c2ccc([N+](=O)[O-])cc2)CC1)C(=O)Nc1ccc(F)cc1	12	-17	-1	2	-33	-5	-0.2	-1	.	-2	-0.5
COCCOC(=O)c1[nH]c2c(c1C)C(=O)CC(c1ccccc1)C2 (stereo unspecified)	-7	-13	4	-7	5	29	-0.3	.	8	-2	-2.2
CCOc1ccc(NC(=O)C2CCC(CNc3c(N4CCC(C)CC4)c(=O)c3=O)CC2)cc1 (stereo unspecified)	-6	16	13	0	-5	1	0.0	-2	0	-1	-0.5
CC(=O)c1c(C)n(-c2ccccc2)c2ccc(OCC(N)=O)cc12	-1	12	2	1	-18	2	-0.6	8	1	1	-0.3
CCNC(=S)Nc1ccc2ncoc2c1	-2	-9	-4	3	-9	6	2.3	-1	7	3	0.1
O=C(CC12CC3CC(CC(C3)C1)C2)Nc1cccc2ncccc12	4	12	0	0	-7	-3	-0.1	-8	-9	4	-1.7
CCN(C(=O)C1CCCN1S(=O)(=O)c1ccc2c(c1)n(C)c(=O)c(=O)n2C)c1ccccc1 (stereo unspecified)	.	10	15	-6	9	6	-0.2	-2	7	-3	4.0
CCOC(=O)CSc1nnc(Cc2ccccc2)n1-c1cccc(Cl)c1	20	27	2	0	0	-1	0.0	.	10	0	-2.1
Fc1ccccc1-c1nc(NC2CCCC2)c2ccccc2n1	-8	27	13	-6	-21	-1	2.2	-20	-11	2	-0.4

Five entries drawn at random from those above, as already listed:
SMILES	PDI inh	HIF-2a inh	Peg3 promoter	Granule exo inh	NR2E3 ag-1	TRPM1 prom inh	aDG glyco up	CaV13 FRET inh	Vif inh	NR2E3 ag-2	hiPSC survival
CCN(C(=O)C1CCCN1S(=O)(=O)c1ccc2c(c1)n(C)c(=O)c(=O)n2C)c1ccccc1 (stereo unspecified)	.	10	15	-6	9	6	-0.2	-2	7	-3	4.0
COCCOC(=O)c1[nH]c2c(c1C)C(=O)CC(c1ccccc1)C2 (stereo unspecified)	-7	-13	4	-7	5	29	-0.3	.	8	-2	-2.2
CCNC(=S)Nc1ccc2ncoc2c1	-2	-9	-4	3	-9	6	2.3	-1	7	3	0.1
O=C(NCCN1CCN(C(=O)c2ccc([N+](=O)[O-])cc2)CC1)C(=O)Nc1ccc(F)cc1	12	-17	-1	2	-33	-5	-0.2	-1	.	-2	-0.5
Fc1ccccc1-c1nc(NC2CCCC2)c2ccccc2n1	-8	27	13	-6	-21	-1	2.2	-20	-11	2	-0.4

More structures
SMILES	PDI inh	HIF-2a inh	Peg3 promoter	Granule exo inh	NR2E3 ag-1	TRPM1 prom inh	aDG glyco up	CaV13 FRET inh	Vif inh	NR2E3 ag-2	hiPSC survival
Cc1ccc(S(=O)(=O)NCc2ccccn2)c(C)c1	-4	17	8	-3	-9	-10	-0.1	-7	-5	-1	0.0
O=C1CCC(=O)N1CNc1ccc(Oc2ccccc2)cc1	-4	-72	-19	-5	-9	-7	0.1	-7	5	2	-2.1
CC(=O)c1ccc(OCc2cc([N+](=O)[O-])cc3c2OCOC3)cc1	-1	-12	-16	0	-17	-11	0.3	-3	6	2	-0.6
CCOC(=O)Nc1ccc(Oc2ccccc2)cc1	-6	8	4	0	-61	-86	-0.3	-5	-13	0	2.1
COc1ccc(Nc2nc3c(C)cccn3c(=O)c2C=NCc2ccccc2)cc1	6	-8	1	4	22	-6	-1.0	-6	-4	-4	-0.2
COc1cc(OC)cc(-c2nc3nc(C)c(CCC(=O)NCC(OC)OC)c(C)n3n2)c1	13	15	18	2	6	5	0.0	12	1	0	-2.5
Brc1ccc(CSc2ccc(-c3ccco3)nn2)cc1	0	-169	-178	2	-41	-65	0.1	-18	15	7	-0.5
C[C@H](c1ccccc1)N1C[C@@H](COCc2ccccc2)Oc2cc(N3CCC[C@H]3CO)ccc2S1(=O)=O	.	7	.	-4	5	.	-0.3	-9	.	.	-0.6
COC(=O)c1cnc(Nc2nc(C(N)Cc3ccc(OC)cc3)cs2)nc1C(F)(F)F (stereo unspecified)	-10	10	25	1	-5	.	1.6	-8	27	.	11
C#CCN(C#N)c1nc(NCC)nc(NC(C)C)n1	1	2	5	-2	-2	3	-0.2	-8	0	5	3.2
Brc1ccccc1-c1nnc(CSc2nncn2-c2ccccc2)o1	2	13	-3	-2	-20	2	0.0	-4	-3	7	-2.7
CC1CCc2sc3ncnc(N4CCOCC4)c3c2C1 (stereo unspecified)	4	29	20	-4	-10	1	0.0	-6	2	1	4.6
CC(=O)C1C(c2ccc(C)cc2)c2c(noc2C)CC1(C)O (stereo unspecified)	3	14	10	2	9	-6	0.1	6	-1	6	-0.1
O=C1c2ccccc2C(=O)N1CCCn1c2ccc(Cl)cc2c2nc3ccccc3nc21	-9	-6	11	-2	8	-6	0.0	-3	3	.	-0.6
CC(C)OC(=O)CSc1nnc(-c2ccccc2)n1N	-1	-1	-6	4	-10	4	0.1	-6	6	1	2.3
Cc1nn(-c2nc3ccccc3[nH]2)c(=O)c2ccccc12	9	95*	104*	1	53	96*	0.6	-5	-1	3	-3.0
CC(C)(C)NC(=O)COC(=O)c1ccc(S(=O)(=O)N2CCCC2)cc1	-25	15	-10	1	-30	-14	-0.1	-6	-1	0	-0.2
O=C(O)CCN1CCc2ccccc21	1	15	2	1	-37	5	0.0	-6	8	-2	-3.1
CC(C)[C@H](NS(=O)(=O)c1ccc2c(c1)OCCO2)C(=O)OCC(=O)Nc1ccccc1Cl	-4	7	16	4	-14	-3	-0.1	-2	-6	-5	-0.6
CC(C)c1nnc(NC(=O)Cn2nc(-c3ccc4c(c3)OCCO4)ccc2=O)s1	-8	8	6	-1	8	-3	0.0	-8	-5	2	-2.2
C[C@@H](C(=O)Nc1cc(C(F)(F)F)ccc1N1CCOCC1)N1C(=O)C2CC=CCC2C1=O (stereo partly specified)	3	3	-15	-6	-18	-7	0.3	-5	20	.	-0.3
CN1CCN(S(=O)(=O)c2cccc(C(=O)N(C)CC(=O)Nc3ccc(F)c(F)c3F)c2)CC1	-5	10	9	27	-17	10	0.0	-1	-1	5	0.7
CCCCc1ncc(CN2CCC(n3nccc3NC(=O)c3ccccc3OC)CC2)[nH]1	7	7	-6	-3	-4	-7	-0.2	-2	-4	-3	-0.4
O=C(Nc1nnc(S(=O)(=O)N2CCCCCC2)s1)c1ccccc1Cl	0	-11	19	-6	-21	4	-0.2	-7	11	7	2.5
Cc1ccc(C)c(NC(=O)c2ccc(S(=O)(=O)C(F)F)cc2)c1	2	-16	1	3	3	2	-0.2	-4	-3	0	-1.9
Cc1cc(C)c(N(C(=O)c2csnn2)C(C(=O)NC(C)(C)C)c2ccncc2)c(C)c1 (stereo unspecified)	2	5	14	-2	-14	-1	-0.2	0	21	-2	2.8
CCCCn1c(N)c(N(CC(C)C)C(=O)CC(NC(=O)c2ccccc2Cl)c2ccccc2)c(=O)[nH]c1=O (stereo unspecified)	-1	8	-6	0	-10	.	0.3	-4	-5	.	4.7
COc1ccc(NC(=O)C(C)NS(=O)(=O)c2ccccc2)cc1Cl (stereo unspecified)	-20	24	11	-1	3	0	0.1	-6	-11	0	6.2
Cc1c(NC(=O)COC(=O)/C=C/c2cccc(F)c2)c(=O)n(-c2ccccc2)n1C	2	14	8	-4	-18	.	-0.4	-12	1	.	2.9
Cc1ccc(-c2nnn(CC(=O)NCCc3ccc4c(c3)OCO4)n2)cc1	-8	11	-1	0	-14	10	-0.1	-5	27	3	-1.1
COC(=O)C1=C(C)N(c2cccc3ccccc23)C(=O)C1	4	31	21	0	14	8	-0.1	-9	-19	1	1.4
COC(=O)c1ccccc1NC(=O)Cn1nnc(-c2ccc3c(c2)OCO3)n1	-6	13	8	-2	-3	12	-0.2	-5	7	8	0.6
N#CCCN(C(=O)COC(=O)Cc1ccc(Br)cc1)c1ccccc1	-1	10	8	-10	8	-2	0.0	4	-3	-1	9.8
O=C(/C=C/c1ccccc1)OCC(=O)N1CCN(c2ccccc2)CC1	-2	1	-9	-7	5	2	-0.2	-7	12	1	-0.1
O=S(=O)(Nc1ccc2c(c1)nc1n2CCOC1)c1ccc(Cl)cc1	0	-17	-6	-1	-1	23	0.0	-5	3	0	2.6
Cc1nnc(SCC(=O)NCc2ccc3c(c2)OCO3)n1C	-5	8	4	-4	-21	-1	-0.3	9	10	0	-0.7
C[C@H](CO)N1C[C@H](C)[C@@H](CN(C)S(=O)(=O)c2ccc(F)cc2)Oc2ccc(NC(=O)CCC(F)(F)F)cc2C1=O	9	10	-5	-4	0	6	0.0	-5	0	.	1.6
Cc1ccc(O)c(C(=O)c2cc(C#N)c(=O)n(CC3CCCO3)c2)c1 (stereo unspecified)	2	20	8	0	-39	-4	0.0	.	-13	3	-0.1
O=C(c1cccc(-c2ccc(O)cc2)c1)N1CCN(c2ccc(F)cc2)CC1	-3	8	14	2	20	-16	0.5	-5	11	-1	-2.3
CC(C)NC(=O)C1CC=CCC1C(=O)O (stereo unspecified)	-5	15	4	-1	14	6	-0.2	-6	-3	1	1.2
COc1ccc(CNS(=O)(=O)CCNCc2ccccc2OC)cc1	-5	10	-8	-8	1	-11	0.0	-10	-6	.	-3.1
CN(C)c1ccc(/C=N/NC(=O)c2cnc3ccccc3c2)cc1	-11	-107	-67	0	5	-43	-0.1	-5	-1	-4	-0.7
O=C(c1nc2ccccn2c1CNCCCn1cccn1)N1CCCC1	7	7	-7	1	-30	-8	0.1	-4	2	6	0.0
COc1ccc(OCCn2nnc(-c3ccc(Cl)cc3)n2)cc1	-8	1	9	-8	15	9	0.6	-6	2	2	-1.2
CC(=O)CCc1oc2ccc(C)cc2c1Cc1ccccc1	1	-62	-31	-6	-30	8	0.3	-4	.	2	1.9
Cc1ccc(S(=O)(=O)c2nc(S(C)(=O)=O)sc2N(C)C)cc1	3	-3	6	-5	9	-4	0.0	.	-11	-3	4.3
CC(C)c1ccc(NC(=O)NCc2cccnc2)cc1	-11	-64	-56	-8	5	-7	-0.1	-1	5	3	-0.3
O=C(c1n[nH]c(=O)c2ccccc12)N1CCN(S(=O)(=O)c2ccccc2Cl)CC1	15	14	7	2	33	-6	0.0	-18	-7	2	-2.7
CN(C)c1nc(SCCOC(=O)c2ccccc2)nc(N(C)C)n1	16	-6	6	21	-14	-1	0.0	-4	-17	1	1.5
